Screening data deposited in PubChem BioAssay by National Center for Advancing Translational Sciences (NCATS).
APE1 inh – inhibitors of human APE1 endonuclease. P27695. recombinant APE1, TAMRA/BHQ-2 abasic DNA cleavage fluorescence. Potency, µM (titrated, usually from 65.8 µM), inactives show top-dose activity change, negative = inhibition, actives largely listed as inhibitors. 350,000 tested, 0.35% active. AID 2517;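 also: potency is read from the fitted curve at half-maximal effect; plate controls were vehicle for no effect and reference inhibitor for full effect; nearly all actives have a fitted effect of over 55% in size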
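Substrate: short duplex with […] THF abasic site, 5'-TAMRA and 3'-BHQ-2, 50 nM final. APE1 at 0.75 nM, preincubated 15 min RT with compound. Fluorescence increase from first to third read measured activity.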
POLB inh – inhibitors of human DNA polymerase beta. P06746. Pol beta primer extension/strand displacement, fluorescence kinetic. Potency, µM (titrated, usually from 114 µM), without a hit: top-dose activity change, negative = inhibition, usual class: inhibitors. 340,000 tested, 1.3% active; also: potency is read from the fitted curve at half-maximal effect; % is scaled to controls: 0 for no effect and ±100 for the full control effect
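Preincubation: enzyme (10 nM) with compound, 15 min, RT. Reaction: substrate added to 50 nM final. Reads: 0 and 10 min. Analysis: normalized, Hill fit.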
LDHA inh – inhibitors of human lactate dehydrogenase A | AID 1347041 | P00338 | purified LDHA, NADH/diaphorase-resazurin fluorescence; active compounds read low | 480,000 tested, 0.15% active | activity change, % (values are at about 110 or 230 µM); in the data active = activity change below about -30%; inconclusive = mostly about -25% to -30%;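 also: plate controls were DMSO wells for no effect and wells without enzyme for full effect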
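Enzyme activity of human lactate dehydrogenase 5 (2 nM; 0.06 mM NADH, 0.2 mM pyruvate, 5 min, RT) is measured via a resazurin/diaphorase fluorescence readout of residual NADH.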
Apoferritin bind – candidate novel general anesthetic via apoferritin binding | P02791 | apoferritin/1-aminoanthracene competitive binding, fluorescence | Potency, µM (series often up to 77.5 µM), for the others: top-dose activity change, negative = displacement, usual class: inhibitors | 350,000 tested, 0.074% active; also: potency is read from the fitted curve at half-maximal effect; % is scaled to controls: 0 for no effect and ±100 for the full control effect; nearly all actives have a fitted effect of over 20% in size
Target sequence (P02791 2-175 limits assumed): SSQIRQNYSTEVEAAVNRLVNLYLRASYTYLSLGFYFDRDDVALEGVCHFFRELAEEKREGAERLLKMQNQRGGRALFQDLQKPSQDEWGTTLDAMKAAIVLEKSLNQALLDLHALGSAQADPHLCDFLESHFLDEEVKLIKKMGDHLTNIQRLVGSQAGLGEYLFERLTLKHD
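Read-out: endpoint 1-AMA fluorescence, excitation 380 nm and emission 535 nm, after compounds sit 10 min at room temperature with 10 uM horse-spleen apoferritin in 50% saturated 1-AMA/PBS. Values come from four-parameter Hill fits.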
POLH inh – inhibitors of human DNA polymerase eta. Q9Y253. recombinant Pol eta, fluorescent DNA replication assay. Potency, µM (highest dose often 114 µM), for inactives: at the top dose activity change, negative = inhibition, usual class: inhibitors. 390,000 tested, 1.2% active; also: potency is read from the fitted curve at half-maximal effect; % is scaled to controls: 0 for no effect and ±100 for the full control effect
Target sequence (Q9Y253 whole entry, looked up): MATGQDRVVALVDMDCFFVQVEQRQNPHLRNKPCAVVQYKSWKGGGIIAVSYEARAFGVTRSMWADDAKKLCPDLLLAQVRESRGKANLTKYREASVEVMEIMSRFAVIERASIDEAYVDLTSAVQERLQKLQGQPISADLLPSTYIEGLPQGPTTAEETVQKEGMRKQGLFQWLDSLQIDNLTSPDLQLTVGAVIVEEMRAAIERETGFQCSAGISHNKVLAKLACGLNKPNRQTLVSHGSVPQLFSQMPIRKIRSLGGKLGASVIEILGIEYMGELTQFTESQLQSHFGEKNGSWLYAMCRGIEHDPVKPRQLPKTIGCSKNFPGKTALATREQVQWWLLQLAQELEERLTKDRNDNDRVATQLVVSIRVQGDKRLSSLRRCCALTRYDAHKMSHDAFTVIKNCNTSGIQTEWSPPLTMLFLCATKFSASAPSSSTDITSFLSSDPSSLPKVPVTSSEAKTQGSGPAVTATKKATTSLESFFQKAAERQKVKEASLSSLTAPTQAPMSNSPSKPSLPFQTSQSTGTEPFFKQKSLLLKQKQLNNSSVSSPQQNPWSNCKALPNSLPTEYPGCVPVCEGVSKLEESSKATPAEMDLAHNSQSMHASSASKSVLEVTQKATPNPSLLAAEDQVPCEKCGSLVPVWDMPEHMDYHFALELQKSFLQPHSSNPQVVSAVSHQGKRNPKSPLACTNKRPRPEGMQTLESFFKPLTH
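Pol eta (10 nM) was preincubated with compounds for 15 min at room temperature, after which fluorescent replication substrate (50 nM final) was added to start the reaction. Fluorescence was read kinetically at 0 and 10 min.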
POLI inh – DNA polymerase iota (human) inhibition; Potency, µM (top dose mostly 115 µM), for the others: at the top dose activity, negative = inhibition, actives largely listed as inhibitors; 390,000 tested, 1% active; Pol iota fluorescent replication assay, 10 min; Q9UNA4; also: potency is read from the fitted curve at half-maximal effect
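Pol iota at 10 nM preincubated 15 min with compounds at room temperature; reaction started with fluorescent substrate, 50 nM final. Fluorescence read kinetically at 0 and 10 min; buffer-only wells as negative control.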
Pol kappa inh – blocks human DNA polymerase kappa activity. AID 588579. purified Pol kappa, fluorescent DNA synthesis assay, 10 min. 400,000 tested, 0.53% active. Potency, µM (titrated, usually from 107 µM), inactives show top-dose activity, negative = inhibition, usual class: inhibitors; also: potency is read from the fitted curve at half-maximal effect; % is scaled to controls: 0 for no effect and ±100 for the full control effect
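First, compounds were pin-transferred onto 10 nM Pol kappa. After 15 min at room temperature, substrate was added to 50 nM final. Fluorescence was then measured kinetically at 0 and 10 min.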
BLM inh – blocks DNA unwinding by human BLM helicase | 350,000 tested, 0.2% active | AID 2528 | P54132 | recombinant BLM DNA unwinding, fluorescence dequenching | Potency, µM (highest dose often 56.1 µM), for inactives: at the top dose activity change, negative = inhibition, usual class: inhibitors;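 also: potency is read from the fitted curve at half-maximal effect; plate controls were vehicle for no effect and no enzyme for full effect; nearly all actives have a fitted effect of over 35% in size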
GRP78 ERSR act – ER stress response induction in glioma | U87-MG GRP78 promoter luciferase reporter, 16 h | Potency, µM, for the others: at the highest dose activation, actives largely listed as activators | 420,000 tested, 0.02% active | AID 602332; also: potency is read from the fitted curve at half-maximal effect; series mostly up to about 76 µM; % of control where 0% means no effect; nearly all actives have a fitted effect of over 35% in size
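ERSR induction read as luciferase luminescence (Bright-Glo, 10 min at room temperature) in stably transfected human U87-MG glioma cells exposed to compounds for 16 h, using GRP78 as sensor.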
* marks the source's active call; other numbers are inactive results; ? = inconclusive; . = no result given; & = joins results of further samples; [ ] = dose if it differs, or a comment. Unless noted, calls follow the shape of the dose curve; as a rule, active = well fitted curve in the direction sought with a large enough effect; inconclusive = small, poorly fitted or top-dose-only effect, or another doubt; inactive = no such curve, though single readings can be large; an effect the other way counts as inactive or inconclusive. Only part of the results is shown; count on the stated rates, not on these rows.

cpd	compound	APE1 inh	POLB inh	LDHA inh	Apoferritin bind	POLH inh	POLI inh	Pol kappa inh	BLM inh	GRP78 ERSR act
1	Cc1ccc(CN2C(=O)C3(c4ccccc42)N(c2cccc(F)c2)C(=O)CS3(=O)=O)cc1 (configuration not stated)	.	15%	2	0%	-19%	16%	-4%	-5%	-3%
2	CCC(C)(C)n1nnnc1C(c1ccc(C)cc1)N(Cc1ccco1)Cc1cccs1 (configuration not stated)	-1%	-3%	0	4%	-1%	?	-17%	-14%	-2%
3	Cc1ccc(NC(=O)COC(=O)C2CC(=O)N(Cc3ccccc3)C2)cc1F (configuration not stated)	15%	23%	-9	-3%	-5%	88%[activator]	0%	-3%	-4%
4	O=C(NCCN1CCCC1)c1ccc2c(c1)N(Cc1ccc(F)cc1)C(=O)c1ccccc1S2=O (configuration not stated)	2%	1%	-13	-16%	-13%	0%	-17%	5%	-3%
5	CCc1ccc(OCC2c3cc(OC)c(OC)cc3CCN2C(=O)Cc2ccc(OC)c(OC)c2)cc1 (configuration not stated)	.	-1%	3	76%[activator]	-26%	15%	-13%[60.1 µM]	-12%	-4%
6	COc1ccc2nc(NC(=O)C3CCCN(S(=O)(=O)c4cccc5nonc45)C3)sc2c1 (configuration not stated)	-2%	?	4	-15%	-15%	-2%	-19%	-6%	1%
7	O=C(c1ccc2c(c1)OCCO2)C1CCN(S(=O)(=O)c2ccc(F)cc2)CC1	-10%	-15%	3	-8%	-19%	16%	-4%	-4%	-4%
8	Nc1cccc2c(=O)c3ccccc3[nH]c12	-11%[12.4 µM]	45µM*	0	36%[activator]	-7%	17%	-4%	-13%	-6%
9	Cc1ccc(C(=O)NC(=S)NCc2cccnc2)cc1C	-1%	1%	-8	-17%	-8%	-12%	-11%	-8%	0%
10	Nc1nc(NC(=O)c2ccc(Cl)cc2)nn1-c1ccccc1	2%	19%	-3	-9%	-14%	-2%	-2%	3%	-1%
11	COc1ccccc1CN1[C@@H](CC(=O)O)c2cc(F)ccc2S1(=O)=O	.	.	1	.	-8%	-4%	-10%	.	-3%
12	COc1cc(CC(=O)OCC(=O)NC2CCCCC2C)cc(OC)c1OC (configuration not stated)	7%	.	-6	.	-12%	-8%	-4%	.	-2%
13	Cn1cc(C(=O)N/N=C/c2c(O)ccc3ccccc23)ccc1=O	3%	2%	9	-7%	-13%	15%	-4%	-10%	-3%
14	O=C(CSc1nc2ccccc2c(=O)[nH]1)N1CCN(S(=O)(=O)c2ccccc2)CC1	-3%	-1%	2	-18%	-3%	11%[58.9 µM]	-8%	2%	-5%
15	Cc1ccc(CNS(=O)(=O)c2c(C)[nH]c(=O)[nH]c2=O)cc1	20%	20%	-2	-4%	-13%	20%	-9%[60.1 µM]	-3%	-5%
16	OC1(c2ccc3ccccc3c2)CCN(Cc2ccccc2)C1 (configuration not stated)	4%	5%	9&-1	-17%	-25%	18%	-5%	-4%	-2%
17	COc1ccc(-n2c(NCCN(C)C)nc3sc4c(c3c2=O)CCCCC4)cc1	4%	22%	4	-20%	-11%	29%	5%	1%	-1%
18	COC(OC)c1ccnc(-c2ccc(OC(=O)c3ccccc3)cc2)n1	-5%	1%	-5	-11%	-17%	219%[activator]	-20%	-8%	-1%
19	O=C(CSCc1cccc(Br)c1)N/N=C/c1ccc2c(c1)OCO2	-4%	-1%	-5	?	-11%	-16%	-22%	-12%	2%
20	O=C(O)C1Cc2ccccc2CN1S(=O)(=O)c1ccccc1 (configuration not stated)	13%	-9%	-4	-2%	79µM*	55%[activator]	-8%	-16%	-3%
21	Cc1ccc(S(=O)(=O)N2CCN(C(=O)CN3CCCC3)C2)cc1	-1%	11%	-3	3%	0%	7%	-18%	0%	0%
22	COc1ccc(CCC(C)Nc2cccc(F)c2)cc1 (configuration not stated)	12%	11%	9	-9%	-17%	?	-12%	-13%	-4%
23	Cc1cc(N/C(=N/S(=O)(=O)c2ccc(F)cc2)c2ccccc2)n(-c2ccccc2)n1	-1%	-6%	0	-22%	-11%	15%	-8%	-12%	1%
24	CNC(=S)NN(C)c1nc(C)cc(C)n1	-12%	2%	?	-1%	-8%	21%	-11%	7%	-3%
25	CCc1ccc(S(=O)(=O)/N=C2/C=C(Sc3ncn[nH]3)C(=O)c3ccccc32)cc1	?	-25%	39	-2%	6.3µM*	1.1µM*	-28%	22µM*	-14%
26	Cc1ccc(CNC(=O)C2CCCCC2C(=O)O)cc1 (configuration not stated)	2%	7%	2	?	-13%	6%	-4%	2%	5%
27	CC(=O)c1ccc(N2CCN(C(=O)c3cc4ccc5cccnc5c4[nH]3)CC2)cc1	.	11%	3	5%	-10%	11%	6%	4%	-1%
28	O=C(c1ccc(CS(=O)(=O)c2ccc(Br)cc2)o1)N1CCN(C2CCCCC2)CC1	12%	57%	.	-1%	.	.	.	0%	.
29	COc1cc(OC)c(OC)cc1/C=C1\CCC(C2CCCC2)C1=O (configuration not stated)	23%	16%	3	7%	-10%	22%	4%	-8%	-3%
30	CCN(CC(=O)Nc1ccc(S(=O)(=O)N2CCCCC2)cc1)Cc1ccccc1	19%	.	-1	.	-6%	6%	-11%	.	-2%
31	Cc1ncn2cc(-c3ccc(Cl)cc3Cl)[nH]c(=O)c12	-3%	-26%	-1	4%	-18%	-2%	-2%	-10%	-2%
32	O=C(Nc1cccc(S(=O)(=O)N2CCCCC2)c1)C1CCCN1S(=O)(=O)c1ccccc1F (configuration not stated)	7%	.	-10	.	-18%	17%	-13%	.	-6%
33	CCc1c(C(=O)Nc2ccc(S(=O)(=O)N3CCOCC3)cc2)csc1C	-1%	-4%	3	-3%	-5%	-4%	-6%	0%	-1%
34	CCc1nc2ccccc2c(NC(=O)CN2CCC(C)CC2)c1C	3%	1%	-21	-11%	-26%	-8%	-10%	0%	-4%
35	O=C(NCCCn1ccnc1)c1ccc(C(F)(F)F)cc1	-9%	53%	-6	3%	-6%	-21%	-7%	0%	-3%
36	Cc1nn(C)c(C)c1CNC(=O)Nc1ccc2c(c1)OCO2	-1%	5%	1	-3%	-14%	101%[activator]	1%	-2%	1%
37	COC(=O)C1(c2ccccc2)NC(c2cccs2)C2C(=O)N(c3ccccc3)C(=O)C21 (configuration not stated)	.	.	1	.	-13%	9%	-3%	.	-1%
38	Cc1cc(CN(C)C(=O)C2CCC(=O)N(CCc3cccc(F)c3)C2)on1 (configuration not stated)	19%	37%	-3	-1%	-9%	21%	-6%	-2%	-2%
39	NC(=O)[C@H]1CCCN1C(=O)[C@H](Cc1cnc[nH]1)NC(=O)[C@@H]1CCC(=O)N1	1%	.	.	8%	.	.	-15%[12 µM]	3%	-1%
40	CC(=O)Nc1ccc2nc(C3CC3)n(Cc3ccc(Cl)cc3)c(=O)c2c1	-10%	13%	-1	-9%	-6%	-4%	9%	-4%	10%
41	CCOC(=O)c1[nH]c2ccccc2c1NC(=O)CC(C)C	-1%	5%	-3&-9	0%	-6%	?	-8%	0%	-1%
42	CCS(=O)(=O)c1ncc(Cl)c(C(=O)Nc2c(C(=O)Nc3cccc(C)c3)oc3ccccc23)n1	.	14%	-2	3%	-13%	-4%	15%	-9%	-2%
43	O=C(c1ccccc1Cl)N1CCN(CCc2ccccn2)CC1	.	10%	1	-10%	-10%	10%	-21%	-1%	-3%
44	COc1ccc(C(=O)N2CCC(n3nccc3NC(=O)C3CCOC3)CC2)cc1 (configuration not stated)	43%	11%	-6	5%	-16%	18%	-10%	0%	0%
45	O=C(N/N=C/c1cccs1)C(=O)N1CCCC1	0%	?	-5	-3%	-20%	50%[activator]	-2%	-2%	-3%
46	CCC(C(=O)N1CCN(C(=O)c2ccco2)CC1)n1sc2ccccc2c1=O (configuration not stated)	3%	-30%	-3	-3%	-17%	0%	-3%	0%	-5%
47	O=C(CCNC(=O)c1ccc(Cl)cc1)Nc1c(F)c(F)cc(F)c1F	13%	0%	-8	-10%	-15%	1%	-2%	3%	-3%
48	O=C(CSc1ccncc1)Nc1ccc(S(=O)(=O)Nc2nccs2)cc1	5%	2%	-15	-3%	18µM*	28µM*	?	-5%	-4%
49	COc1ccccc1Nc1nc(-c2ccc3c(c2)NC(=O)CO3)cs1	-3%	-7%	3&1	-8%	-10%	3%	9%	-7%	-2%
50	C1CNC(C23CC4CC(CC(C4)C2)C3)=N1	4%	9%	-3	-5%	-9%	23%	-4%	-12%	-5%

Continuation.
cpd	compound	APE1 inh	POLB inh	LDHA inh	Apoferritin bind	POLH inh	POLI inh	Pol kappa inh	BLM inh	GRP78 ERSR act
51	Nc1nnc(-c2ccc(Cl)cc2)s1	0%	-22%	-9	-23%	-4%	-21%	-5%	-3%	4%
52	O=C1NC(Cc2c[nH]c3ccccc23)C(=O)N1CCOc1ccccc1 (configuration not stated)	-1%	0%	-1	4%	-13%	-3%	-6%	-1%	-1%
53	O=S(=O)(Nc1nc2ccccc2nc1-[n+]1cccc(N=C([O-])c2ccc(Cl)cc2)c1)c1ccccc1	2%	-27%	-4	6%	?	?	-17%	-12%	-2%
54	COc1cccc(-n2cc(C(=O)NCc3ccccc3OC)c3ccccc3c2=O)c1	.	-3%	-1	-2%	-21%	19%	-12%	0%	-3%
55	Cc1ccc(C(=O)c2oc3ccccc3c2NC(=O)Cc2ccccc2)cc1	.	1%	-7	0%	-6%	20%	-7%	-2%	-2%
56	CC1(C)Cc2c(sc(N)c2C#N)C(C)(C)N1	15%	11%	0	1%	-2%	31%	4%	-5%	-3%
57	O=C(O)c1cc([N+](=O)[O-])c(N2CCCC2)c([N+](=O)[O-])c1	9%	-1%	-10	-17%	?	-1%	-7%	-1%	-3%

Whole records, quoted from the list. Values in the order: APE1 inh, POLB inh, LDHA inh, Apoferritin bind, POLH inh, POLI inh, Pol kappa inh, BLM inh, GRP78 ERSR act
`COc1cccc(-n2cc(C(=O)NCc3ccccc3OC)c3ccccc3c2=O)c1` across the screens: ., -3%, -1, -2%, -21%, 19%, -12%, 0%, -3%
`Cc1ccc(C(=O)c2oc3ccccc3c2NC(=O)Cc2ccccc2)cc1` across the screens: ., 1%, -7, 0%, -6%, 20%, -7%, -2%, -2%
